ARNT-TACC3 inh: ARNT/TACC3 interaction disruption. inhibition, % at 9.99 µM. AlphaScreen His-ARNT PAS-B/GST-TACC3 binding, luminescence; TACC3 fragment carries E629A point mutation. 0.66% of 390,000 active;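 active means mean inhibition of replicates at least 50% and at least half of replicates each reaching 50%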;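 further: 0% = complete ARNT plus TACC3 wells and 100% = ARNT alone without TACC3; many hits fall short of the cut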
An asterisk follows results filed as active. Not all compounds are listed (hit frequency here may not be typical).

SMILES	ARNT-TACC3 inh
COc1ccccc1CC(=O)O/N=C(\N)Cc1cccc2ccccc12	-7
CCOCCCNC(=O)CCc1nnc2ccc(N3CCCCC3)nn12	-10
CN(C)c1nc(-c2ccccc2)nnc1C(F)(F)F	-4
O=C(Nc1ccc(OC(F)F)cc1)Nc1cccc(C(F)(F)F)c1	1
CCOC(=O)c1c(C)oc2cc(Br)c(OCC(N)=O)cc12	-5
O=C(CN1CCCCC1)Nc1cccc([N+](=O)[O-])c1	5
N/C(=N\OC(=O)CCC1CCCCC1)c1cccc([N+](=O)[O-])c1	-7
Cn1c(N2CCCCC2)nc2c1c(=O)n(Cc1cccc(Br)c1)c(=O)n2C	-4
COc1ccc(-n2ncc3c(NC(C)C)ncnc32)cc1	6
O=C(O)C1C2C=CC3(O2)C1C(=O)N1c2ccccc2C2OCCC2C13 (stereo unspecified)	-4
Cc1ccc2cc(CN(CC(C)C)C(=O)C3CCCO3)c(=O)[nH]c2c1 (stereo unspecified)	-5
CCC(=Nc1ccc(N)cc1)C1=C(O)C(C(=O)OC)C(C)(C)CC1=O (stereo unspecified)	16
COc1ccc(C2CC(C(F)(F)F)n3ncc(C(=O)Nc4c(C)n(C)n(-c5ccccc5)c4=O)c3N2)cc1 (stereo unspecified)	5
COC(=O)CNC(=O)c1ccc(=O)oc1	-2
COc1ccc(C)cc1S(=O)(=O)N(CC(=O)N1CCCC1)c1ccccc1	-12
CC(C)CC(=O)Nc1cccc2c1C(=O)N(c1ccccc1)C2=O	-13
O=C(NCc1ccco1)C1CN(S(=O)(=O)c2ccccc2)CCN1S(=O)(=O)c1ccccc1 (stereo unspecified)	-3
Cc1cccc(NC(=O)C2CC(=O)N(c3ccccc3)C2)c1C (stereo unspecified)	-25
CSc1ncccc1C(=O)OCC(=O)c1cc2ccccc2o1	2
CCOC(=O)NC1(C(F)(F)F)C(=O)N(Cc2ccccn2)C2=C1C(=O)CC(C)(C)C2 (stereo unspecified)	0
CCN(C(=O)c1cc2cccc(OC)c2oc1=O)C1CCCCC1	12
Cn1nnnc1SCSc1nnnn1C	-5
CCC(C)(C)NC(=O)c1cc(OC)c(OC)cc1[N+](=O)[O-]	-4
CCCn1c(SCc2cc(=O)[nH]c3ccccc23)nc2c1c(=O)n(C)c(=O)n2C	-8
CC(=O)c1cc(C#N)c(Oc2ccc(Cl)cc2Cl)nc1C	-3
COC(=O)c1ccccc1NC(=O)CSc1nnc(-c2cccc(NC(C)=O)c2)n1C	-6
O=C(NCc1n[nH]c(=S)n1-c1cccc(Cl)c1)c1ccc(S(=O)(=O)N2CCCC2)cc1	-8
COc1cccc(C2C3=C(CCCC3=O)Nc3nc(-c4cc(OC)c(OC)c(OC)c4)nn32)c1 (stereo unspecified)	3
OC(COc1cccc2ccccc12)CN1CCN(c2ccccn2)CC1 (stereo unspecified)	6
CCn1ncc(CNC(=O)CCCSc2nc(-c3ccco3)cc(C(F)(F)F)n2)c1C	-6
Cc1ccc(S(=O)(=O)Cn2cnnn2)cc1	-7
CCC(NC(=O)c1ccc([N+](=O)[O-])cc1[N+](=O)[O-])c1ccccc1 (stereo unspecified)	27
CC1(C)CC(=O)/C(=C(\O)c2ccccc2)C(=NCCO)C1	-4
N#CCSc1nc2c(c(=O)n1Cc1ccccc1)C1(CCCC1)Cc1ccccc1-2	-3
Cc1cc2c(=O)n(CC(=O)NCC(=O)N3CCN(Cc4ccccc4)CC3)cnc2s1	-5
N#CC1=C(N)OC2=C(C(=O)CCC2)C1c1ccncc1 (stereo unspecified)	-24
CCOC(=O)CCc1c(C)c2ccc(OCc3cc([N+](=O)[O-])ccc3OC)cc2oc1=O	-9
CC1CCc2nc(NC(=O)CN3CCN(c4ccccc4)CC3)sc2C1 (stereo unspecified)	3
c1ccc(CN2C3=NCCCN3c3ccccc32)cc1	-1
Cc1ccc(C)c(N(CC(=O)NCc2ccc3c(c2)OCO3)C(=O)CCC(=O)Nc2ccccn2)c1	0
CCOC(=O)c1c(C)[nH]c(C)c1C(=O)CN1C(=O)NC(CC(C)C)C1=O (stereo unspecified)	5
COC(=O)c1c(NC(=O)C2c3ccccc3Oc3ccccc32)sc(C)c1C	-14
CN(C)Cc1cn(CCC(=O)O)c2ccccc12	-1
CC(C)CCNC(=O)CN(C(=O)Cn1nnc(-c2ccc(F)cc2)n1)C1CCCC1	-6
O=C(Nc1ccc2c(c1)C(=O)N(CC1CCCO1)C2=O)c1cccc(Br)c1 (stereo unspecified)	-6
CC(C)(C)c1cnnn1-c1ccc(NC(=O)c2ccc3c(c2)OCO3)cc1	4
CS(=O)(=O)N(CC(=O)NC1CC2CCC1C2)c1cccc(C(F)(F)F)c1 (stereo unspecified)	-3
CC(C)OCCCn1c(=N)c(C(N)=S)cc2c(=O)n3ccccc3nc21	2
COc1ccccc1CN1CC(C(=O)NCc2cccnc2)CC1=O (stereo unspecified)	0
O=C(CSc1nnc(-c2cnccn2)n1Cc1ccco1)Nc1ccc(Br)cc1	-5
CCOC(=O)c1sc(=S)n(-c2ccccc2OC)c1N	-4
O=C(Cc1ccc(Cl)cc1)NCC(=O)N1CCCC1	-4
COc1ccccc1C1NC(=O)NC(C)=C1C(C)=O (stereo unspecified)	2
O=C(Nc1ccc(S(=O)(=O)Nc2ccc(Cl)cc2)cc1)C1CCCO1 (stereo unspecified)	0
COc1cccc(C2/C(=C(/O)c3ccc4c(c3)CC(C)O4)C(=O)C(=O)N2CC2CCCO2)c1 (stereo unspecified)	-9
Cn1c(=O)c2c(nc(N3CCCCCC3)n2CC(O)COc2ccccc2)n(C)c1=O (stereo unspecified)	-8
O=C(COC(=O)c1c2c(nc3ccccc13)CCCC2)c1cccs1	-3
CC1(C)Cc2c(sc3c2c(=N)n(Cc2ccco2)c(=O)n3Cc2ccc(Cl)cc2)CO1	-8
COc1cc(OC)c(NC(=O)Cn2cccc2)cc1Cl	-4
COc1ccc(CCN2C(=O)C3C4C=CC(C4)C3C2=O)cc1OC (stereo unspecified)	-3

6 compounds already listed, arranged by the number in ARNT-TACC3 inh, high to low:
Structure,ARNT-TACC3 inh
CC(C)(C)c1cnnn1-c1ccc(NC(=O)c2ccc3c(c2)OCO3)cc1,4
COc1ccccc1C1NC(=O)NC(C)=C1C(C)=O (stereo unspecified),2
COc1ccc(CCN2C(=O)C3C4C=CC(C4)C3C2=O)cc1OC (stereo unspecified),-3
O=C(NCc1n[nH]c(=S)n1-c1cccc(Cl)c1)c1ccc(S(=O)(=O)N2CCCC2)cc1,-8
CCOC(=O)CCc1c(C)c2ccc(OCc3cc([N+](=O)[O-])ccc3OC)cc2oc1=O,-9
CCOCCCNC(=O)CCc1nnc2ccc(N3CCCCC3)nn12,-10

Other entries follow:
SMILES	ARNT-TACC3 inh
CCN(CC)C(=O)CSc1nc2ccccc2o1	-5
CCOC(=O)c1cnc2nc(C)[nH]n2c1=O	-8
CN(C)c1ccc(C#Cc2ccc3cc(CCO)oc(=O)c3c2)cc1	0
COc1ccccc1C(=O)NCc1ccncc1	-2
Cc1nnc(NC(=O)CCC(=O)NCc2cccs2)s1	1
COc1ccc(OC2C(=O)N(CCc3ccc(OC)c(OC)c3)C2c2ccc3c(c2)OCO3)cc1 (stereo unspecified)	-5
OCCN(Cc1ccccc1)CC1CC2C=CC1C2 (stereo unspecified)	-2
CCOC(=O)C1CCCN(Cc2ccccc2C)C1 (stereo unspecified)	10
O=C(CCSc1nnc(-c2ccco2)o1)Nc1ccccc1	0
CCn1c(SCc2cccc(C(=O)O)c2)nnc1-c1ccccc1	0
CC(=O)c1ccc(NC(=O)Nc2ccccc2)cc1	-1
CCOc1ccc(NS(=O)(=O)c2ccc(NC(=S)NC(=O)C(C)C)cc2)cc1	7
Cc1cccc(C(=O)O/N=C/c2c(Cl)n(C)c3ccccc23)c1	-5
Cc1[nH]n(-c2ccccc2)c(=O)c1Sc1ccc(Cl)cc1	7
COc1cc(C(O)P(=O)(OCC(C)C)OCC(C)C)cc(OC)c1OC (stereo unspecified)	-2
Oc1ccc(-c2nc(=S)[nH][nH]2)cc1	8
COC(=O)c1ccccc1N1C(=O)[C@@H]2C(c3ccc(Br)cc3)=NO[C@@H]2C1=O	-2
Cc1ccc(Cc2cnc(N)s2)o1	2
COc1ccc(OC(=O)c2cnn(-c3ccccc3)c2C)cc1	-3
C1=C(CCNc2ncnc3c2cnn3-c2ccccc2)CCCC1	27
CCOc1ccc(C(=O)CSc2nnc3ccccn23)cc1	-3
CCOC(=O)c1c(NC(=O)CN2CCN(C(=O)c3ccco3)CC2)sc2c1CCCC2	22
C/C(=N\NC(=O)c1cccc(Br)c1)c1cccc(NC(=O)c2ccc(C)o2)c1	2
CSCCOC(=O)C1=C(C)NC(=O)CC1c1ccccc1Cl (stereo unspecified)	8
CCN(CC)CC#CC(C)(C)OC(C)=O	2
COc1ccc(C2=NOC(C(=O)NCCCn3ccnc3)C2)cc1 (stereo unspecified)	2
CC1=C(C(=O)OC(C)C)C(c2ccco2)NC(=O)N1 (stereo unspecified)	0
Cc1cc(NC(=O)CC23CC4CC(C2)CC(CC(=O)Nc2cc(C)on2)(C4)C3)no1	-6
O=C(CN1CCN(Cc2ccccc2Cl)C1=O)NC1CCCCCCC1	-4
Cc1ccc(NC(=O)CSc2nnnn2-c2ccc3c(c2)OCO3)cc1C	2
COc1cc(C(=O)O/N=C2\CCCc3c2ccc(OC)c3[N+](=O)[O-])cc(OC)c1OC	22
Cc1cccn2c(=O)c3cc(C#N)c(=NC(=O)c4ccncc4)n(CCCOC(C)C)c3nc12	-5
Cc1cc(C)c(S(=O)(=O)Nc2ccc(-c3cn4ccccc4n3)cc2)c(C)c1	5
Cc1ccc2cc(CN(CC3CCCO3)C(=O)NC3CCCCC3)c(=O)[nH]c2c1C (stereo unspecified)	2
CCC(C)(C)n1nnnc1C(c1cc2cc(C)cc(C)c2[nH]c1=O)N1CCCC1 (stereo unspecified)	1
CCOC(=O)c1ccccc1Oc1c(F)c(F)nc(NCCO)c1F	6
O=c1c2cnn(-c3ccc(F)cc3)c2ncn1Cc1ccccc1	-3
CCNC(=O)c1c(NC(C)=O)sc2c1CCCC2	7
N#CC(C(=O)C1CCCCC1)c1nc2ccccc2[nH]1 (stereo unspecified)	-3
Cn1nc(CC(=O)NC2CCCCC2)c2ccccc2c1=O	-1
O=C(CCn1c(=O)oc2ccccc21)N1CCN(C(c2ccccc2)c2ccccc2)CC1	-9
Cc1sc2ncnc(OCC(=O)N3CCN(S(=O)(=O)c4ccccc4)CC3)c2c1C	-16
O=C(c1ccc(Br)cc1)N1CCCC1	21
Cc1ccc(NS(=O)(=O)c2cn(C)cn2)cc1	20
O=C(O)CCCN1C(=O)NC2NC(=O)NC21 (stereo unspecified)	8

Part of the list above in order of heavy-atom count, ascending.
SMILES	ARNT-TACC3 inh
O=C(O)CCCN1C(=O)NC2NC(=O)NC21 (stereo unspecified)	8
CCC(C)(C)n1nnnc1C(c1cc2cc(C)cc(C)c2[nH]c1=O)N1CCCC1 (stereo unspecified)	1
Cc1sc2ncnc(OCC(=O)N3CCN(S(=O)(=O)c4ccccc4)CC3)c2c1C	-16
COc1cc(C(=O)O/N=C2\CCCc3c2ccc(OC)c3[N+](=O)[O-])cc(OC)c1OC	22

Continuation.
SMILES	ARNT-TACC3 inh
CCCCOC(=O)Nc1ccc(OC)cc1S(=O)(=O)N1CCOCC1	3
Cc1cccc(Nc2ccccc2C(=O)NCc2ccco2)c1C	-1
COc1ccc(-c2cc(C(=O)OC3CCOC3=O)c3ccccc3n2)cc1 (stereo unspecified)	-8
CCOC(=O)c1c(NC(=O)CSc2nnc(CNc3ccc(C)cc3C)o2)sc(C)c1C	-5
CN(C)c1ccnc(-n2cccc2/C=N/OCc2ccccc2)c1C#N	5
Cc1ccc(CN2CCSc3ccc(C(=O)N4CCN(c5ncccn5)CC4)cc32)cc1	5
CSc1cc(/C=N/O)c(SC)s1	1
O=C(/C=C/c1ccc2c(c1)OCO2)Nc1nc(-c2ccccc2)cs1	-4
O=C(NCC1CCCO1)NC12CC3CC(CC(C3)C1)C2 (stereo unspecified)	-13
Cn1c(N)c(N2CCCCC2)c(=O)n(CC(=O)Nc2ccc(Cl)c(Cl)c2)c1=O	-1
Cc1ccc(OCC(=O)Nc2ccc(-c3nnc(-c4ccco4)o3)cc2)cc1	15
O=C(Cc1sc(-c2ccccc2Cl)nc1-c1ccccc1)Nc1ccc(F)cc1	-5
COc1ccc(NC(=O)c2c(NC(=O)CNCc3ccco3)sc3c2CCC3)c(OC)c1	-1
Cc1ccc(NS(=O)(=O)c2cc(C(=O)N3CCN(C)CC3)ccc2C)cc1	-18
CCOC(=O)CNC(=O)CSc1nc(NCc2ccccc2)nc(N(C)C)n1	-1
N#Cc1ccccc1N1CCN(C(=O)c2ccc(NC(=O)c3ccc(Br)o3)cc2)CC1	2
COc1ccccc1NS(=O)(=O)c1cccc(C(=O)OCC(=O)Nc2cc(C)on2)c1	8
Cc1ccc(S(=O)(=O)N=C2SCCCS2)cc1	-4
CCN=C(NCC)SC1CC(=O)N(c2cccc(OCC)c2)C1=O (stereo unspecified)	-2
O=[N+]([O-])c1ccc(N2CCN(C(=S)NC3CCCCC3)CC2)cc1	1
COC(=O)c1ccc(OCC(=O)NC(C)(C)C)cc1	-2
Nc1nc(SCC(=O)c2ccc(Oc3ccccc3)cc2)n[nH]1	-1
CCN1CCN(c2ccc([N+](=O)[O-])cc2C(=O)c2ccc(Cl)cc2)CC1	13
CN(C)CCNCc1ccc(OC2CCCC2)cc1	8
CC(C)Cc1nnc(NC(=O)CSc2nc(=O)cc(N)n2-c2ccccc2)s1	-1
O=C(CSc1n[nH]c(-c2ccc(S(=O)(=O)NC3CCCCC3)cc2)n1)N1CCCC1	8
CCNC(=O)NC(=O)CSc1ccc(NC(C)=O)cc1	-1
COc1ccc(N2CCN(C(=O)CCc3ccc(S(=O)(=O)NCC(C)C)cc3)CC2)cc1	-12

A run of entries taken from the entries so far, for reference:
SMILES	ARNT-TACC3 inh
COc1ccccc1NS(=O)(=O)c1cccc(C(=O)OCC(=O)Nc2cc(C)on2)c1	8
Cc1ccc(S(=O)(=O)N=C2SCCCS2)cc1	-4

Screens: PubChem, Broad Institute
